Screening data: PubChem BioAssay, The Scripps Research Institute Molecular Screening Center
OXTR potentiate = potentiates the human oxytocin receptor response; CHO-OTR cells, Fluo-8 calcium fluorescence, potentiator mode; 0% = oxytocin EC15, 100% = EC100; activation, % at 3 µM; 320,000 tested, 0.061% active; AID 2445;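 active means activation above that plate's cutoff, the mean activation of tested compounds plus 3 SD, cut at about 6.6% in these data, passing the limit was not always enough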;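 further: 100% uses oxytocin at 75 nM as the full agonist control; some results filed as inactive read as strong as hits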
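Replication – single well per compound, singlicate · Assay system – CHO cell line stably expressing human OTR · Timing – 6 min pre-incubation, 100 s read · Measure – normalized max/min fluorescence ratio, % activation · Doses – 3.0 µM, one dose · Detection – Fluo-8 calcium dye fluorescence · Probe or stimulus – oxytocin near EC15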
CHO parental Ca = signal in parental CHO cells, OX1R antagonist counter-screen; 330,000 tested, 0.63% active; AID 463079; inhibition, % at 5.6 µM; parental CHO-K1, ATP-induced calcium, Fluo-8 fluorescence;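 active means inhibition above that plate's mean sample inhibition plus 3 SD, cut at about 26% in these data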;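 further: 0% = ATP-challenged DMSO wells and 100% = DMSO wells without ATP; some compounds past the cut are filed as inactive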
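Assay system – parental CHO cells · Reagent – ATP stimulus · Detection – intracellular calcium via Fluo-8 no-wash fluorescent dye · Evaluation – percent inhibition of ATP-evoked calcium rise, normalized to controls · Controls – ATP wells versus no-ATP DMSO wells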
OXTR agonist = activates the human oxytocin receptor | P30559 | CHO-OTR cells, Fluo-8 calcium fluorescence; normalized: DMSO 0%, oxytocin 100% | activation, % at 3 µM | 320,000 tested, 0.32% active;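 active means activation above the mean of all tested compounds plus 3 SD, cutoff set per screening run, cut at about 20% in these data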;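 further: peak over basal fluorescence ratio from a 100 s FLIPR kinetic read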
CHRM1 PAM = potentiates human M1 receptor response to acetylcholine; P11229; CHO-K1 hM1, Fluo-8 calcium fluorescence, ACh EC20; 0% = ACh EC20, 100% = maximal ACh; activation, % at 3 µM; 360,000 tested, 0.088% active; in the data active means activation above about 19%, passing the limit was not always enough
Target sequence (P11229 whole entry, looked up): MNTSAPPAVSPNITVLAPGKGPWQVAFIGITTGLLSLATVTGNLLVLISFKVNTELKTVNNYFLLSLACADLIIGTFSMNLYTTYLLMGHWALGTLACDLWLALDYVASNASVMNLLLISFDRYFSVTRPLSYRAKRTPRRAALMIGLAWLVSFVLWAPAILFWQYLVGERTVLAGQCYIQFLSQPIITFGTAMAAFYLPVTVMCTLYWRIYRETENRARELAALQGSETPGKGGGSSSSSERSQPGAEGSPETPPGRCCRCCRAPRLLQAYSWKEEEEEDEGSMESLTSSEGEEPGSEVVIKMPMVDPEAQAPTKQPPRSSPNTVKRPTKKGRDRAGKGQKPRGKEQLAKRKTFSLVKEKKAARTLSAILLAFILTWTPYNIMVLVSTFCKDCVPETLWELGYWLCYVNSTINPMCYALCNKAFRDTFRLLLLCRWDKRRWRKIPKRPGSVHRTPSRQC
CHRM1 agonist = agonists of human M1 muscarinic receptor; CHO-K1 hM1, Fluo-8 calcium fluorescence, agonist mode; 0% DMSO, 100% acetylcholine EC100; activation, % at 3 µM; 360,000 tested, 0.33% active; AID 588814;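 active means activation above the run's mean compound activation plus 3 SD, cut at about 16% in these data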;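 further: peak over basal fluorescence ratio within a 140 s kinetic read after compound addition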
TAAR1 ag = human TAAR1 agonism | Q96RJ0 | CHO RD-HGA16 TAAR1, Fluo-8 calcium fluorescence; vehicle wells 0%, saturating PEA agonist 100% | activation, % at 3 µM | 360,000 tested, 0.99% active;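 active means activation above the mean activation of all test compounds in the run plus 3 SD, cut at about 38% in these data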
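Test system: RD-HGA16 (CHO) cells co-expressing Gα16 and hTAAR1 | Doses: Single dose, 3 µM | Schedule: 17-24 h seeding, 75 min 37 °C dye, 30 min RT | Evaluation: % activation from peak over basal fluorescence ratio, DMSO-to-PEA scaled | Technique: Kinetic Fluo-8 calcium fluorescence | Benchmarks: Low control DMSO, high control PEA (EC100)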
V1aR counter = V1a receptor agonism, counter-screen for OXTR agonists; 320,000 tested, 0.25% active; CHO-V1R cells, Fluo-8 calcium fluorescence, agonist mode; 0% DMSO, 100% 3 nM vasopressin; activation, % at 3 µM; P37288;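 active means activation above the mean activation of all tested compounds plus 3 SD, per screening run, cut at about 20% in these data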;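 further: signal is peak over basal fluorescence ratio across a 100 second FLIPR read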
Target sequence (P37288 whole entry, looked up): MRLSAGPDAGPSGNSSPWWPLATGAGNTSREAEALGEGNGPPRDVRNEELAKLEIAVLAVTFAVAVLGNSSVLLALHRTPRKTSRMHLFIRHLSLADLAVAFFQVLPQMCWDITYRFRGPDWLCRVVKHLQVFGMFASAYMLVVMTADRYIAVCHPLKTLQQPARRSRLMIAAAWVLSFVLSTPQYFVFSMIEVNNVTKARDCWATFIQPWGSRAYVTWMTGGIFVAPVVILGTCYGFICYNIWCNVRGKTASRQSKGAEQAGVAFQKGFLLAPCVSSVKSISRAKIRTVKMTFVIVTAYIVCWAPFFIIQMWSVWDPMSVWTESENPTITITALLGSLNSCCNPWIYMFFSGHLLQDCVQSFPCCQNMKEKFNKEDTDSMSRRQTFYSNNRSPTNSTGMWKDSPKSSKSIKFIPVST
TAAR1 antag = human TAAR1 antagonism. Q96RJ0. CHO RD-HGA16 TAAR1, Fluo-8 calcium fluorescence, antagonist. inhibition, % at 3 µM. 360,000 tested, 1.5% active;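 active means inhibition above a per-plate cutoff, the mean inhibition of test compounds on that plate plus 3 SD, cut at about 49% in these data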;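 further: 0% = DMSO plus EC80 beta-PEA response and 100% = DMSO alone without agonist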
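Material: RD-HGA16 CHO cells with stable hTAAR1 and Gα16; Dosing: single nominal final test compound concentration of 3 µM; Schedule: seeding 17-24 h prior, 75-min 37 °C, 30-min RT dye loading; Detection: kinetic Fluo-8 calcium fluorescence measurement; Measure: % inhibition from peak post-agonist over basal fluorescence ratio; Benchmarks: vehicle and agonist controls.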
M1 antag = antagonists of human M1 muscarinic receptor; inhibition, % at 3 µM; CHO-K1 hM1, Fluo-8 calcium fluorescence, ACh EC80 antagonist; AID 588852; P11229; 360,000 tested, 1.3% active;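 active means percent inhibition above its own plate's cutoff, namely the mean of that plate's compound wells plus 3 SD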;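 further: peak over basal fluorescence ratio during 140 s after agonist addition; 0% = ACh EC80 plus DMSO and 100% = DMSO alone without agonist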
The depositor's hits bear a star; . = no result given.

SMILES	OXTR potentiate	CHO parental Ca	OXTR agonist	CHRM1 PAM	CHRM1 agonist	TAAR1 ag	V1aR counter	TAAR1 antag	M1 antag
CCOc1ccc(N=C(/C(C(=O)C(=O)N2CCOCC2)=C(/O)c2ccccc2)c2ccccc2)cc1	2	-27	-1.2	10	-3	2	-0.7	-32	-15
COc1ccc(NC(=O)c2cc(CN3C(=O)c4ccccc4C3=O)ccc2OC)cn1	-10	-25	-1.8	-5	-5	6	0.8	-5	-6
COc1cc(OC)cc(C(=O)N[C@H](C(=O)NCCc2c[nH]c3ccccc23)C(C)C)c1	-12	-7	0.2	-11	-8	3	-0.7	-7	5
CCOc1ccc(C(=O)NCC(=O)NNC(=O)CN(C)S(=O)(=O)c2ccc(Cl)cc2)cc1OCC	.	.	.	10	-3	8	.	7	-7
CCOC(=O)C1=C(C)N(C)C(=O)NC1c1c(C)nn(-c2ccccc2)c1C (stereo not drawn)	-7	-17	0.4	6	-5	6	0.5	-15	-9
CC(=O)NCCc1ccc(-c2csc(NC(=O)C3CC(=O)N(C4CCCC4)C3)n2)cc1 (stereo not drawn)	.	.	.	7	-1	2	.	-17	-8
CN(Cc1ccc(C(F)(F)F)cc1)C(=O)C1CC(=O)N(Cc2ccco2)C1 (stereo not drawn)	-6	-11	2.6	14	-8	1	-0.6	-11	-5
O=C(/C=C/[C@H]1O[C@@H](n2cnc3c(NC(=O)c4ccccc4)ncnc32)[C@H](O)[C@@H]1O)NCCCN1CCCC1=O	.	.	.	-7	-11	1	.	6	-3
CCOC(=O)Cn1c(CN2CCN(c3cccc(Cl)c3)CC2)nc2c1c(=O)[nH]c(=O)n2C	-1	-24	-1.6	12	-5	-1	-1.1	-18	-17
CCc1ccc2oc(=O)cc(CN(C)Cc3ccccc3)c2c1	-14	-28	-2.4	1	-5	1	-2.1	30	-2
COc1ccc2c(c1)-c1c(ssc1=S)C(C)(C)N2C(=O)CSC1=NCCS1	-12	-15	-1.9	-3	-3	4	-1.2	-12	8
COc1ccc(N2CCN(C(=O)COC(=O)CCOc3cc(C)ccc3C)CC2)cc1	-16	0	1.6	5	-1	10	4.0	51*	-10
COc1ccccc1N1CCN(C2CCCN(S(=O)(=O)c3cccc(Cl)c3)C2)CC1 (stereo not drawn)	-6	-23	-1.3	0	-4	-2	4.0	12	4
COc1c(C)cc(C(O)c2ncc(-c3ccccc3C)[nH]2)cc1C (stereo not drawn)	.	.	.	0	-1	0	.	-11	-13
Cc1ccccc1Cn1nnc(-c2cccc(C(=O)O)c2)n1	-8	-2	0.2	5	-2	3	0.9	4	-7
CCCNC(=O)c1ccc(SCC(=O)N(CC)CC)c([N+](=O)[O-])c1	0	-17	0.8	13	-2	1	1.0	-18	-19
C=CCn1c(-c2csc(-c3ccc(Cl)cc3)n2)n[nH]c1=S	-6	-4	-1.6	6	-3	0	0.4	-32	-19
CCNC(=S)N(Cc1ccc(OC)cc1)C1CC(=O)N(c2ccc(OCC)cc2)C1=O (stereo not drawn)	-12	-16	5.8	3	-2	14	5.5	8	-5
Cc1cccc(C)c1-n1c(C)nn(-c2ncc(C(F)(F)F)cc2Cl)c1=O	-19	-16	-1.8	2	-5	-1	-1.1	-29	2
O=C(Nc1ccc2c(c1)OCO2)c1ccc(=O)[nH]n1	-17	-2	-1.1	5	-3	1	0.0	-15	-3
C=CCN(CC=C)S(=O)(=O)c1ccc(NC(=S)NC(=O)/C=C/c2ccccc2)cc1	-14	27	0.1	7	0	5	1.6	-8	-47
CCOC(=O)C1CCN(C(=O)C2CCN(S(=O)(=O)c3cc(Cl)ccc3Cl)CC2)CC1	-5	-1	4.9	-5	-6	4	3.5	19	6
CCCCN(CC)c1nc(N)c2c(N)nc(OCC)cc2c1C#N	-8	-12	0.1	-2	-3	18	1.8	-10	12
COc1ccc(OC)c(NC(=O)c2cc3c(=O)n4ccccc4nc3n2C)c1	-6	-10	-0.1	1	-2	4	-0.5	-28	13

A run of entries taken from the entries so far, as a working copy:
SMILES	OXTR potentiate	CHO parental Ca	OXTR agonist	CHRM1 PAM	CHRM1 agonist	TAAR1 ag	V1aR counter	TAAR1 antag	M1 antag
COc1c(C)cc(C(O)c2ncc(-c3ccccc3C)[nH]2)cc1C (stereo not drawn)	.	.	.	0	-1	0	.	-11	-13
Cc1ccccc1Cn1nnc(-c2cccc(C(=O)O)c2)n1	-8	-2	0.2	5	-2	3	0.9	4	-7
CCCNC(=O)c1ccc(SCC(=O)N(CC)CC)c([N+](=O)[O-])c1	0	-17	0.8	13	-2	1	1.0	-18	-19
C=CCn1c(-c2csc(-c3ccc(Cl)cc3)n2)n[nH]c1=S	-6	-4	-1.6	6	-3	0	0.4	-32	-19
CCNC(=S)N(Cc1ccc(OC)cc1)C1CC(=O)N(c2ccc(OCC)cc2)C1=O (stereo not drawn)	-12	-16	5.8	3	-2	14	5.5	8	-5
Cc1cccc(C)c1-n1c(C)nn(-c2ncc(C(F)(F)F)cc2Cl)c1=O	-19	-16	-1.8	2	-5	-1	-1.1	-29	2
O=C(Nc1ccc2c(c1)OCO2)c1ccc(=O)[nH]n1	-17	-2	-1.1	5	-3	1	0.0	-15	-3
C=CCN(CC=C)S(=O)(=O)c1ccc(NC(=S)NC(=O)/C=C/c2ccccc2)cc1	-14	27	0.1	7	0	5	1.6	-8	-47
CCOC(=O)C1CCN(C(=O)C2CCN(S(=O)(=O)c3cc(Cl)ccc3Cl)CC2)CC1	-5	-1	4.9	-5	-6	4	3.5	19	6
CCCCN(CC)c1nc(N)c2c(N)nc(OCC)cc2c1C#N	-8	-12	0.1	-2	-3	18	1.8	-10	12
COc1ccc(OC)c(NC(=O)c2cc3c(=O)n4ccccc4nc3n2C)c1	-6	-10	-0.1	1	-2	4	-0.5	-28	13

Additional records follow.
SMILES	OXTR potentiate	CHO parental Ca	OXTR agonist	CHRM1 PAM	CHRM1 agonist	TAAR1 ag	V1aR counter	TAAR1 antag	M1 antag
COCCn1c(SCC#N)nnc1-c1ccc2c(c1)OCO2	-4	-2	0.2	-1	-4	8	1.1	15	4
Cc1ccccc1NCC(=O)N/N=C\C=C\c1cccc([N+](=O)[O-])c1	-8	-7	-0.5	-6	-10	1	0.0	1	5
CC(=O)OC(Cn1ccnc1)c1ccccc1 (stereo not drawn)	-19	9	-1.1	6	-3	4	2.2	-5	-26
CCN(CC)CCC(=O)N1c2ccccc2CCc2ccc(NC(=O)OC)cc21	-9	-11	0.0	-23	-9	0	-0.1	7	25
CC(C)c1ccc(/C=C(\NC(=O)c2ccccc2)C(=O)NCCCN2CCOCC2)cc1	2	-12	-0.7	8	-5	2	1.1	-33	-9
Cc1cc(C)c(NC(=S)NC(NC(=O)c2ccccc2)C(Cl)(Cl)Cl)c(C)c1 (stereo not drawn)	-10	3	5.2	-8	1	9	5.3	13	9
CCc1c(C(=O)OC)nnc2cc(C)nn12	-18	0	-0.6	10	-3	5	0.4	2	-15
COCCn1c(C)cc(C(=O)COc2ccc(C)nc2[N+](=O)[O-])c1C	-9	-5	1.7	10	-6	4	3.0	11	-8
O=C(O)c1ccc(Cl)c(S(=O)(=O)N2CCCC2)c1	7	3	-0.1	1	0	-1	0.0	-2	8
CCN1C(=O)CS/C1=N\c1nccs1	-13	-10	-1.1	3	-3	17	-0.8	10	-12
Cc1ccsc1C1C(C(=O)O)c2ccccc2C(=O)N1C (stereo not drawn)	-3	-1	-0.3	-6	-1	14	1.0	2	15
Cc1ccc(-n2ncc3c(N4CCC5(CC4)OCCO5)ncnc32)c(C)c1	-9	-6	-0.9	5	3	9	7.9	28	-1

Arranged by formula weight (lowest first): some entries from above
SMILES	OXTR potentiate	CHO parental Ca	OXTR agonist	CHRM1 PAM	CHRM1 agonist	TAAR1 ag	V1aR counter	TAAR1 antag	M1 antag
COCCn1c(C)cc(C(=O)COc2ccc(C)nc2[N+](=O)[O-])c1C	-9	-5	1.7	10	-6	4	3.0	11	-8
CCN(CC)CCC(=O)N1c2ccccc2CCc2ccc(NC(=O)OC)cc21	-9	-11	0.0	-23	-9	0	-0.1	7	25
Cc1cc(C)c(NC(=S)NC(NC(=O)c2ccccc2)C(Cl)(Cl)Cl)c(C)c1 (stereo not drawn)	-10	3	5.2	-8	1	9	5.3	13	9

Remaining list, next part
SMILES	OXTR potentiate	CHO parental Ca	OXTR agonist	CHRM1 PAM	CHRM1 agonist	TAAR1 ag	V1aR counter	TAAR1 antag	M1 antag
CC(C)=CCC12Oc3cc(O)ccc3C1(O)Oc1cc(O)c([C@H]3C=C(C)CC(c4ccc(O)cc4O)[C@H]3C(=O)c3ccc(O)cc3O)c(O)c1C2=O (stereo partly drawn)	-8	2	1.0	.	.	.	2.8	.	.
COc1ccc(/C=C/c2cc(=O)c3cc(Cl)ccc3o2)cc1	1	-27	-1.5	-23	-10	6	0.0	-10	23
CC(C)Oc1cccc(C(=O)NC(=S)N2CCN(c3ccc(C(F)(F)F)cc3[N+](=O)[O-])CC2)c1	-19	-17	-2.1	5	-5	11	-0.9	5	-16
Cn1nc(C(F)(F)F)c(C(=O)Nc2ccc(C(F)(F)F)cc2)c1Cl	3	-2	-2.0	-2	-5	7	0.3	11	-3
Cc1nn(C)c(C(=O)NNC(=S)NC2CCCCC2)c1Br	-1	-4	2.5	-1	-4	6	0.8	7	0
